Compound activity: PubChem BioAssay, Sanford-Burnham Center for Chemical Genomics
STEP block: STEP phosphatase inhibitors, primary screen, biochemical, fluorescence intensity, uHTS. inhibition, % at 20 µM. actives 0.25% (n = 360,000). Tyrosine-protein phosphatase non-receptor type 5 (Homo sapiens), P54829. recombinant STEP, OMFP fluorogenic substrate;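 active means inhibition at 20 µM, scaled per plate between control wells, above about 37%, limit read from the data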;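 further: 0% = DMSO with enzyme and substrate and 100% = substrate only without enzyme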
Target sequence (P54829 whole entry, looked up): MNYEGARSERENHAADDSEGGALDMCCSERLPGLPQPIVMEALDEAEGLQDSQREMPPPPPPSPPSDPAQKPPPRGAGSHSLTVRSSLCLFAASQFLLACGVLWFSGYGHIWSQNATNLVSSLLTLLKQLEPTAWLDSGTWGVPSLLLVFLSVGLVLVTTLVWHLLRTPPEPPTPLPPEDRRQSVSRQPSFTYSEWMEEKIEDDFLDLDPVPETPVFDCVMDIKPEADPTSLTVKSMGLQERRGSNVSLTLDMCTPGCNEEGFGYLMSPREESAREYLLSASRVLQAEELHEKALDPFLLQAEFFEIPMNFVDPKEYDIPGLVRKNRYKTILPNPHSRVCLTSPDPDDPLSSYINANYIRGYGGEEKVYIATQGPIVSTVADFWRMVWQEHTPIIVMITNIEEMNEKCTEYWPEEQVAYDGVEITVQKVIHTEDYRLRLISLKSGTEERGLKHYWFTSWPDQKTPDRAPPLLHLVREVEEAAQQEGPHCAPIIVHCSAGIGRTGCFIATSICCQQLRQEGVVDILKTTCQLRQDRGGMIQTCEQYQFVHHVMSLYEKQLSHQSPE
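Test system: STEP tyrosine phosphatase / Reagent: OMFP at 25 µM / Doses: 20 µM, 1% DMSO / Read-out: percent inhibition scaled to no-enzyme and uninhibited-enzyme controls, plate-pattern corrected / Detection: FITC-channel fluorescence of OMFP product / Medium: Bis-Tris buffer pH 6.0, 2.5 mM DTT, 0.005% Tween 20 / Schedule: 20 min at room temperature, dark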
LMPTP block: LMPTP phosphatase inhibitors, primary screen, biochemical, fluorescence intensity, uHTS. recombinant LMPTP-A, OMFP fluorogenic substrate. inhibition, % at 20 µM. actives 0.22% (n = 360,000);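 active means compounds that cut the enzyme signal by at least half of the control window in the single-dose screen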;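 further: plate controls were DMSO wells with enzyme plus substrate for no effect and substrate without enzyme for full effect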
Target sequence (P24666 whole entry, looked up): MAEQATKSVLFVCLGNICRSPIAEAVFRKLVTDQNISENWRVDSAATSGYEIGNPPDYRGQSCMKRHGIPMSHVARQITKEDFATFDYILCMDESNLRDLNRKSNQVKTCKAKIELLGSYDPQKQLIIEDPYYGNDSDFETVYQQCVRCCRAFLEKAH
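test system = LMPTP-A | amount = 0.625 nM LMPTP-A final | reagent = fluorogenic phosphatase substrate OMFP at 400 µM final | incubation = 50 min at room temperature | benchmarks = no-enzyme low control, uninhibited high control | medium = Bis-Tris pH 6.0, DTT, detergent | signal = fluorescence intensity of OMFP turnover product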
NRP1-CendR mod: modulators of CendR peptide binding to NRP-1, primary screen, biochemical, fluorescence polarization, uHTS. Neuropilin-1 (Homo sapiens), O14786. FAM-RPARPAR peptide binding to NRP-1. inhibition, % at 25 µM. actives 0.85% (n = 360,000). AID 602438, 2012;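 active means inhibition or corrected inhibition above about 18%, plus a signal ratio from 0.5 to 1.5, limit read from the data, passing the limit was not always enough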; further: strong numbers were not always called active
NadD block: inhibitors of S. aureus NadD, primary screen, biochemical, colorimetric, uHTS. Nicotinate-nucleotide adenylyltransferase NadD (Staphylococcus aureus N315). purified NadD enzyme, colorimetric absorbance read-out. inhibition, % at 20 µM. actives 0.78% (n = 360,000); in the data active means inhibition above about 26%; further: some compounds past the cut are filed as inactive
Scp-1 inhibitor: Scp-1 phosphatase inhibitors, primary screen, biochemical, colorimetric, uHTS. Carboxy-terminal domain RNA polymerase II polypeptide A small phosphatase 1 (Homo …. Recombinant Scp1, phosphopeptide, malachite green phosphate absorbance. inhibition, % at 20 µM. actives 0.88% (n = 340,000). AID 493091, 2011;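 active means inhibition above about 50% at 20 µM, limit read from the data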;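 further: plate controls were DMSO wells with enzyme for no effect and wells lacking enzyme for full effect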
Target sequence (Q9GZU7 76-261 limits assumed): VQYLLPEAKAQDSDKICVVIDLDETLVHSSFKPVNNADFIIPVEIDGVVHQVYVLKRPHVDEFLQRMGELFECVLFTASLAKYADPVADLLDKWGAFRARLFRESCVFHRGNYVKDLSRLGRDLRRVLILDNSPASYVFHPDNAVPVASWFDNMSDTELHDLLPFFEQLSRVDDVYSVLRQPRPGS
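System: SCP-1 catalytic domain; Reagent: Phospho 17-mer peptide substrate; Doses: one concentration, 20 µM, with 1.0% DMSO; Incubation: 45 min room-temperature reaction, 5 min colour, 30 min stabiliser; Signal: Phosphate-binding colour reagent, absorbance read at 630 nm.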
SKN-1 inh: suppressors of acrylamide-induced Pgst-4::GFP reporter in worms, primary screen, SKN-1 inhibitor project, whole organism, uHTS, GFP/RFP fluorescence ratio, strain VP596; AID 624304, 2012; C. elegans VP596 Pgst-4::GFP/RFP ratio, 24 h; actives 0.49% (n = 360,000); inhibition, % at 21.8 µM;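 active means interference check ratio from 0.5 to 1.5 plus GFP to RFP signal ratio inhibition reaching or exceeding a fixed threshold, cut at about 30% in these data, passing the limit was not always enough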; further: some compounds called inactive have numbers as strong as hits
MT1-MMP act inh: blockers of MT1-MMP proenzyme processing, primary screen, HT1080 RFP-PRO-GFP cells, GFP/RFP fluorescence; Matrix metalloproteinase-14 (Homo sapiens), P50281; GFP/RFP ratio fluorescence, overnight; percent of plate control window, DMSO zero; GFP/RFP ratio change, % at 20 µM; actives 0.061% (n = 360,000); AID 651647, 2012;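 active means GFP/RFP ratio change of at least 30% with cell ATP level not reduced by more than half and red fluorescence within 50% of control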; further: strong numbers were not always called active
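Test system: HT1080 cells expressing an RFP-PRO-GFP fluorescent reporter construct / Compound dosing: single-point 20 µM compound, 1% DMSO / Schedule: cells overnight before dosing, compound overnight, 37 °C, 5% CO2 / Evaluation: GFP/RFP fluorescence ratio / Control set: DMSO and RFP-L50D-GFP cell wells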
SUMO1-SIM PPI: modulators of SUMO1 protein-protein interactions, primary screen, biochemical, uHTS; actives 0.33% (n = 360,000); SUMO1 binding to a labelled peptide, TR-FRET, 1 h; inhibition, % at 20 µM; in the data active means inhibition above about 37%
Target sequence (P63165 whole entry, looked up): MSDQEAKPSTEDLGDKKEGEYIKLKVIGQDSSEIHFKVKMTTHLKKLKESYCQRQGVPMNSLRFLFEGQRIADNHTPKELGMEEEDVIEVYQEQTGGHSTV
DNMT1 block: human DNMT1 methyltransferase inhibitors, primary screen, biochemical, molecular beacon, fluorescence, HinP1I cleavage, uHTS | DNA (cytosine-5)-methyltransferase 1 (Homo sapiens), P26358 | actives 0.83% (n = 360,000) | inhibition (reported as % activation of signal), % at 10 µM; in the data active means inhibition above about 50%
Rpn11 inh: Rpn11 (PSMD14) deubiquitinase inhibitors, primary screen, biochemical, fluorescence polarization, uHTS. 26S proteasome non-ATPase regulatory subunit 14 (Homo sapiens), O00487. human 26S proteasome, Ub4-pepOG fluorescence polarization; 20S core pre-blocked with epoxomicin. calls only at 20 µM. actives 0.59% (n = 360,000). AID 588493, 2011;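 active means inhibition at 20 µM, scaled to each plate's controls, above about 33%, limit read from the data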
* hit, by the source's call; i = inactive; / = not tested or not shown.

SMILES	STEP block	LMPTP block	NRP1-CendR mod	NadD block	Scp-1 inhibitor	SKN-1 inh	MT1-MMP act inh	SUMO1-SIM PPI	DNMT1 block	Rpn11 inh
CCCOc1ccc(-c2cc(C(F)(F)F)c(C#N)c(SCC(=O)O)n2)cc1	2	1.3	-16	7	3	14	4	-10	-1	i
Cc1cccc(C)c1NC(=O)CN1CCN(CC(=O)NCC2(N3CCCCC3)CCCCC2)CC1	0	-0.2	0	-5	-3	1	2	-1	-1	i
O=c1c2ccccc2oc2ccc(-c3ccc4[nH]ccc4c3)cc12	7	3.8	-13	11	-12	62*	-3	-1	-29	i
CCN1CCC2(CC1)Oc1c(OC)cccc1C1CC(c3cccnc3)=NN12 (stereo not given)	0	-1.7	11	-2	-6	-12	-2	2	2	i
CC(C)C[C@H](NC(=O)c1nc[nH]c1C(=O)NCC(=O)OC(C)(C)C)C(=O)OCc1ccccc1	-1	2.9	-14	5	-6	1	2	0	-13	i
C[C@H](c1ccccc1)n1nnc(COCc2ccccc2)c1C#CCOCc1ccccc1	1	2.8	-6	-2	-3	10	0	0	24	i
O=C1CCNCCN1[C@H](CO)c1ccccc1	-3	-1.6	8	-3	-8	12	1	-4	0	i
Cc1cccc(C)c1NC(=O)C1c2ccccc2OCC(=O)N1Cc1ccccc1 (stereo not given)	/	-1.0	-22	-1	/	11	3	-6	/	/
COc1ccc(CNC(=O)CCS(=O)(=O)c2ccc(Br)cc2)cc1	8	-0.1	14	-2	46	-6	-1	33	42	i
FC(F)(F)c1nnc2c3ccccc3c(Cl)nn12	0	-1.1	3	-1	2	1	3	-3	1	i
Cc1cc(S(=O)(=O)Nc2ccccc2C)ccc1F	3	0.7	-8	9	-7	13	-1	-3	2	i
COC(=O)NCC(C)OC(=O)Nc1ccc(Cl)cc1 (stereo not given)	2	-0.4	-7	-9	-1	2	-2	2	0	i
COc1ccc(Cl)cc1-c1cc(C(=O)NCc2cccs2)[nH]n1	0	0.6	15	-1	/	12	-4	3	5	i
C=CCn1c(SC(C)C#N)nc2sc(CC)cc2c1=O (stereo not given)	5	-1.3	5	-9	-1	-2	-1	2	1	i
COc1ccc(NC(=O)Cn2cnc3sc(C)c(S(=O)(=O)N4CCN(C)CC4)c3c2=O)cc1OC	4	-0.4	-5	-3	-4	5	-5	-1	2	i
CC(=O)c1ccc(N2Cc3ccccc3C3(CCOCC3)C2=N)cc1	0	-1.0	3	-4	-4	-8	-1	-9	-10	i
Cc1nn(-c2ccccc2)c2c1C1(C(=O)Nc3ccccc31)N1C(=N2)Sc2ccccc21 (stereo not given)	5	1.6	3	17	-7	-24	-7	-3	-18	i
CCN1CC(CN(C)Cc2nc(Cc3ccccc3)no2)CC1=O (stereo not given)	-2	-2.8	-11	-2	-12	3	-1	-5	3	i
Cc1c(C(=O)NCc2ccccc2CN2CCCC2)oc2ccc(F)cc12	3	0.4	-2	-4	-1	-12	0	-5	0	i
COc1ccc(S(=O)(=O)Nc2ccc(S(=O)(=O)N3CCCCC3)cc2)cc1	-2	0.6	-2	-3	28	24	1	2	-5	i
Cc1onc(-c2c(F)cccc2Cl)c1C(=O)NCc1ccco1	12	0.9	15	-1	-4	-7	-1	2	-2	i
CNC(=O)/C(=C\C=C\c1ccccc1)NC(=O)c1ccc([N+](=O)[O-])cc1	0	-0.5	-3	-2	0	-11	2	-25	0	i
Cc1ccc(S(=O)(=O)N2CCN(c3ccccc3)CC2)cc1C	-2	0.6	4	-7	-3	6	-2	1	-6	i
CCN(CC)C(=O)Cn1cc(S(=O)(=O)CC(=O)Nc2ccccc2F)c2ccccc21	0	-0.1	8	-1	0	4	-3	-3	-1	i
COc1ccc([C@H]2CC(=O)C=C(c3ccc4c(c3)sc3ccccc34)C2)cc1	2	3.3	5	-2	-4	7	2	3	-3	i
Cc1ccc2c(c1)c(N=Nc1ccc([N+](=O)[O-])cc1)c(O)n2C	-1	24	-1	-2	-9	6	-2	-7	5	i
O=C(CCCOc1ccc(Cl)cc1Cl)N/N=C\C1CCCCC1	1	1.7	2	0	-2	-2	-2	4	4	i
O=C1NC(=Nc2ccccc2)c2c1cccc2[N+](=O)[O-]	-5	-1.5	5	0	-5	17	0	-21	-1	i
O=C(O)CCCN1C(=O)c2cccc3cccc(c23)C1=O	-2	-0.5	-6	-2	10	-4	-3	-20	0	i
COc1ccc(-n2c(C)cc(SC)c(C(C)=O)c2=S)cc1	-2	-2.5	-14	5	-5	-5	3	9	0	i
Cc1ccc(-n2c(C(C)C)nc3oc4ccccc4c(=O)c3c2=O)cc1	-1	-1.7	-7	2	-14	-7	2	1	1	i
CC(C)(C)C(=O)NC1=NCCS1	0	-0.3	-5	2	-5	9	5	-4	1	i
C=CCNc1nc2ccccc2nc1NS(=O)(=O)c1ccc(Br)cc1	0	-0.3	-2	-2	-5	2	0	8	3	i
Cc1ccc(N(Cc2ccccc2)C(=O)c2ccc(F)c(S(=O)(=O)N3CCOCC3)c2)cc1	-3	1.2	17	-7	-13	-1	-5	2	7	i
CS(=O)(=O)N1CCCC(C(=O)N2CCc3ccccc3C2)C1 (stereo not given)	-2	-1.7	-16	1	3	2	-4	2	-5	i
CC1(C)COC(Cc2ccccc2)=N1	0	-0.6	0	-2	/	17	2	-2	-1	i
COc1ccc(Br)cc1CNC(=O)CCN1C(=O)COc2ccccc21	4	0.0	6	2	-7	5	1	0	-1	i
COc1ccccc1/C=N/NC(=O)CC(=O)NCCc1ccccc1	2	-2.4	-2	-4	-1	1	4	4	-2	i
O=C(NCc1ccco1)C1CC(c2ccccc2O)=NO1 (stereo not given)	1	-1.0	8	-4	-4	9	4	0	-1	i
O=C(COc1ccc(CNC[C@H]2O[C@@H](n3ccc(=O)[nH]c3=O)[C@H](O)[C@@H]2O)cc1)Nc1nccs1	6	0.2	7	-1	/	-10	2	-1	5	i
CC(C)=CCOc1c2ccoc2c(OCC=C(C)C)c2oc(=O)ccc12	4	4.9	3	12	1	10	0	12	1	i
N#CC(c1ccc(F)cc1)c1ccc(C(=O)c2ccc(F)cc2)cc1 (stereo not given)	2	3.2	3	-1	-11	-34	-3	2	2	i
COc1ccc(-c2csc(N3N=C(C)C(C)C3=O)n2)cc1 (stereo not given)	-5	1.1	4	-3	-12	-4	0	-3	0	i
CSc1cccc(-n2c(C)cc(C(N)=O)c2C)c1	1	-0.2	0	-3	-9	-18	-1	0	-8	i
COc1ccc(S(=O)(=O)NC2CC3CCC2C3)cc1 (stereo not given)	-3	0.2	0	1	12	-15	0	0	1	i
COc1cccc(NC(=O)N2C3CCCC2CC(NC(=O)C2CC2)C3)c1 (stereo not given)	0	-0.2	-6	0	1	11	-2	13	1	i
CC(C)Oc1ccc(CN2CCC2(C)C(=O)Nc2cccc(Oc3ccccc3)c2)cc1 (stereo not given)	3	4.4	1	11	/	1	-8	5	5	i
CNC(=S)NNC(=O)c1cccn(Cc2ccc(Cl)c(Cl)c2)c1=O	1	-1.9	6	9	-7	2	8	0	-1	i

One compound at a time, from the list above.
Entry for COc1ccccc1/C=N/NC(=O)CC(=O)NCCc1ccccc1 → STEP block = 2; LMPTP block = -2.4; NRP1-CendR mod = -2; NadD block = -4; Scp-1 inhibitor = -1; SKN-1 inh = 1; MT1-MMP act inh = 4; SUMO1-SIM PPI = 4; DNMT1 block = -2; Rpn11 inh = i
Entry for COc1ccc(-c2csc(N3N=C(C)C(C)C3=O)n2)cc1 (stereo not given) → STEP block = -5; LMPTP block = 1.1; NRP1-CendR mod = 4; NadD block = -3; Scp-1 inhibitor = -12; SKN-1 inh = -4; MT1-MMP act inh = 0; SUMO1-SIM PPI = -3; DNMT1 block = 0; Rpn11 inh = i
Entry for N#CC(c1ccc(F)cc1)c1ccc(C(=O)c2ccc(F)cc2)cc1 (stereo not given) → STEP block = 2; LMPTP block = 3.2; NRP1-CendR mod = 3; NadD block = -1; Scp-1 inhibitor = -11; SKN-1 inh = -34; MT1-MMP act inh = -3; SUMO1-SIM PPI = 2; DNMT1 block = 2; Rpn11 inh = i

Additional results follow.
SMILES	STEP block	LMPTP block	NRP1-CendR mod	NadD block	Scp-1 inhibitor	SKN-1 inh	MT1-MMP act inh	SUMO1-SIM PPI	DNMT1 block	Rpn11 inh
COc1cccc(/C=C2\SC(=S)N(CCCC(=O)Nc3cccc(C(=O)O)c3)C2=O)c1	1	-0.6	-17	5	/	-1	-6	-20	1	i
O=[N+]([O-])c1ccc(-c2c[nH]c(=S)[nH]2)cc1	3	17	8	24	-2	2	2	-23	3	i
O=C(Cc1cccc(NC(=O)C2CCN(C(=O)C3CCCC3)CC2)c1)Nc1cccc(C(=O)N2CCOCC2)c1	-3	-1.7	16	9	-4	0	1	0	0	i
CC(=O)Nc1ccc(NC(=O)C(C)OC(=O)c2ccccc2Sc2ccccc2C#N)cc1 (stereo not given)	-1	-0.7	-29	-1	-2	2	-4	0	-8	i
CC1(C)Cc2c(ccc3ccccc23)-c2nnc(-c3cccnc3)n21	-5	-0.2	-3	-4	-10	8	2	-16	-1	i
CCOC(=O)c1ccccc1NC(=O)c1cn(-c2ccc(OC)cc2)c(=O)c2ccccc12	5	5.3	11	-6	-15	8	-5	5	-5	i
O=C(NC(NC(=O)c1ccccc1)C(=O)c1ccccc1)c1ccccc1	-2	-0.7	8	3	-9	11	2	0	1	i
On1ccccc1=S	0	-1.2	0	3	-4	-7	3	2	4	i
CCOC(=O)N1CCN(C(c2ccc(F)cc2)c2sc3nc(C)nn3c2O)CC1 (stereo not given)	0	-0.5	11	5	-5	10	1	-2	0	i
CCC(C)(C(=O)Nc1ccccc1C)N(C(=O)CNC(C)=O)c1ccc(C)cc1 (stereo not given)	-1	-1.5	-3	6	-5	8	5	-1	0	i
